Compound activity: PubChem BioAssay, several laboratories
CIT2 TOR yeast = modulators of CIT2-GFP expression in yeast, primary screen, S. cerevisiae, GFP fusion, multiplex flow cytometry, MLPCN library; S. cerevisiae CIT2-GFP strain, 3 h; 100 means same as DMSO wells; GFP response vs DMSO, % at 10 µM; 0.065% of 320,000 active; AID 2029, 2009;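 active = GFP response relative to DMSO above a set limit, near the screen mean plus 3 SD, cut at about 150% in these data; inconclusive = Fewer than 70 cells measured for a yeast strain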;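 also: ratio of well median GFP fluorescence to mean of DMSO wells on the plate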
GLD-1 RNA inh = GLD-1/TGE RNA complex disruptors, primary screen, biochemical, fluorescence polarization; AID 2280, 2010; Female germline-specific tumor suppressor gld-1 (Caenorhabditis elegans), Q17339; 0.44% of 320,000 active; inhibition, % at 5.96 µM; purified GLD-1 + fluorescein TGE RNA;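 active = percent inhibition above a per-plate cutoff, the plate mean of test compounds plus 3 SD, cut at about 30% in these data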;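 also: 0% = DMSO wells with GLD-1 and probe and 100% = wells lacking GLD-1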
Target sequence (Q17339 whole entry, looked up): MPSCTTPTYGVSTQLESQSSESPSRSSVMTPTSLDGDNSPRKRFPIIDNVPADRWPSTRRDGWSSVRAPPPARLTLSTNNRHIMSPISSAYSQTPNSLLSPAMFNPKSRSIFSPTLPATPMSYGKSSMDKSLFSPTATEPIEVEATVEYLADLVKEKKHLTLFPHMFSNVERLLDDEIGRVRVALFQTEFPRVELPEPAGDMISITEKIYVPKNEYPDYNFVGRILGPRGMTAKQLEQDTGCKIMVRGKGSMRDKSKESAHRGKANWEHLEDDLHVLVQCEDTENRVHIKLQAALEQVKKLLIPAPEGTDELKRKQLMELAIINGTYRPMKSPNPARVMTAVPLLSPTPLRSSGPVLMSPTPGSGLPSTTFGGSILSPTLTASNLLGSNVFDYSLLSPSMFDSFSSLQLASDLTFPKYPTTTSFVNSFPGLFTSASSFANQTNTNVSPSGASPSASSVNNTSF
MEX-5 binding = MEX-5 zinc finger RNA-binding disruptors – biochemical, C. elegans, fluorescence polarization, MLPCN library, primary screen; MEX-5/FITC-TCR2 RNA binding; hits give low values; activity score (negative = inhibition of binding), % at 10 µM; 0.38% of 300,000 active; AID 1832, 2009;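 active = inhibition past about -25% in most replicates, and total fluorescence under double the plate's negative control median, limit read from the data; inconclusive = replicates evenly split on the limit, or fluorescence at least double controls; inactive = too little inhibition in most replicates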;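 also: 0% = DMSO and -100% = 5 µM competing unlabeled TCR2 RNA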
Fam108B counter = mouse Fam108B serine hydrolase inhibitors, primary screen, counter-screen for RBBP9 inhibitor project, biochemical, fluorescence polarization. 0.33% of 300,000 active. recombinant Fam108B, FP-Rh probe fluorescence polarization. AID 1947, 2009. inhibition, % at 9.51 µM;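 active = inhibition above the screen mean inhibition plus 3 SD, computed separately per campaign, cut at about 18% in these data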;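 also: inhibitors lower polarization as less probe binds the enzyme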
MCL1 BIM primary = inhibitors of MCL1 binding to BIM-BH3, primary screen, biochemical, fluorescence polarization; 0.68% of 320,000 active; GST-MCL1 / FITC-Bim-BH3 fluorescence polarization; inhibition, % at 10.9 µM; AID 2057, 2009;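 active = inhibition above the mean inhibition of all tested compounds plus 3 SD, set per campaign, cut at about 40% in these data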;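 also: 0% = DMSO wells and 100% = unlabeled Bim-BH3 peptide control; higher means more loss of mP so more displacement of Bim peptide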
Target sequence (Q07820 whole entry, looked up): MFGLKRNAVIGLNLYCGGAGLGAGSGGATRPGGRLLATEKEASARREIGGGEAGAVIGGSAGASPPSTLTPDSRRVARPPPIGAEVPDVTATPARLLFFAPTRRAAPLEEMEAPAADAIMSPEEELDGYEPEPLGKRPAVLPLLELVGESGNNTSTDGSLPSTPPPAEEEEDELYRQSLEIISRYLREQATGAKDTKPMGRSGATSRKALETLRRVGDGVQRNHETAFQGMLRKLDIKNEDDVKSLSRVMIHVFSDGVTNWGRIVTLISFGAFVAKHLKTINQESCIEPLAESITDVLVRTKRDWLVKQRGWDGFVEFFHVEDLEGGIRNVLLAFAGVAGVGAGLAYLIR
GRK2 inh = compounds blocking aptamer binding on GRK2 – biochemical, human GRK2, bead flow cytometry, HTS, primary screen; Beta-adrenergic receptor kinase 1 (Homo sapiens), P25098; FAM-aptamer displacement from GRK2; inhibition of aptamer binding, % at 10 µM; 0.59% of 330,000 active; AID 488847, 2010;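 active = inhibition of aptamer binding above 40%, roughly 3 SD of noise, on plates passing a quality check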;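 also: median bead fluorescence of bound FAM aptamer so fluorescent compounds give negative values; no value below 0 was filed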
VLA-4 inh = inhibition in human VLA-4 binding assay, primary screen, VLA-4 allosteric modulator project, MLPCN library, flow cytometry, VLA-4 expressing cells; inhibition, % (about 7 µM as worked out from the volumes in the protocol); AID 2557, 2010; ligand binding flow cytometry; 0.2% of 330,000 active; Integrin alpha-4 (Homo sapiens), P13612; in the data active = inhibition above about 50%
AGP1-GFP MLPCN = modulators of AGP1-GFP expression in yeast TOR pathway, primary screen, cell-based, multiplex flow cytometry, S. cerevisiae, MLPCN library | 0.02% of 320,000 active | 3 h; GFP as percent of DMSO wells | AID 2066, 2009 | GFP response vs DMSO, % at 10 µM;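 active = GFP response relative to DMSO above a set limit, near screen average plus 3 SD, cut at about 150% in these data; inconclusive = fewer than 70 cells counted for the yeast strain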;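 also: median GFP channel fluorescence of the gated AGP1 strain per well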
BCLXL inh = inhibitors of human Bcl-xL, primary screen, biochemical, fluorescence polarization, HTS | Bcl-2-like protein 1 (Homo sapiens), Q07817 | GST-Bcl-xL / FITC-Bim BH3 peptide fluorescence polarization | 0.7% of 320,000 active | inhibition, % at 10.9 µM;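 active = inhibition above the mean of all tested compounds plus 3 SD, cutoff set per campaign, cut at about 30% in these data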;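 also: 0% = DMSO wells and 100% = unlabeled Bim-BH3 peptide competitor; inhibitors lower millipolarization by displacing the labeled peptide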
Target sequence (Q07817 whole entry, looked up): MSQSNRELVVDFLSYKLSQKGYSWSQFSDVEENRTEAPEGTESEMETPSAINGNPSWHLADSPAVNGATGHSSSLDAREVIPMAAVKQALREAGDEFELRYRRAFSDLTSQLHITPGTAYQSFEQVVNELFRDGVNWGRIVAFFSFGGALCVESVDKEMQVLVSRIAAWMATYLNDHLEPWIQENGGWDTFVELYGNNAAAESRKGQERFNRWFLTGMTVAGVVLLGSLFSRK
Numbers without * were called inactive; ? = inconclusive; · = no result given; + = active, no number.

SMILES | CIT2 TOR yeast | GLD-1 RNA inh | MEX-5 binding | Fam108B counter | MCL1 BIM primary | GRK2 inh | VLA-4 inh | AGP1-GFP MLPCN | BCLXL inh
Cc1cc(C)nc(NC(=O)c2cccs2)n1 | 95 | 4 | 1.4 | 3 | -5 | 2 | -8 | 102 | 4
Cc1nc2c(nnn2Cc2c(Cl)cccc2Cl)c(=O)[nH]1 | 108 | -2 | -1.0 | 4 | -4 | 20 | 15 | 107 | 0
Cc1cc(=O)cc(C)n1-c1ccccc1Br | 110 | 2 | -1.1 | -9 | -8 | 3 | 5 | 98 | -7
CC(C)(C)c1ccc(N2C(=O)CC(C/C=C/c3ccccc3)C2=O)cc1 (centres undefined) | 103 | 2 | 1.7 | -2 | 5 | 2 | 34 | 105 | 4
CC(=O)N1CCc2ccc(S(=O)(=O)N3CC(C)OC(C)C3)cc21 (centres undefined) | 103 | 3 | · | 4 | -1 | 2 | -7 | 103 | 4
COc1ccc(Cl)cc1NC(=O)C/C(C)=N/NC(=O)c1ccccc1[N+](=O)[O-] | 115 | -4 | -0.9 | 4 | 13 | 2 | 0 | 99 | 3
CCOc1cc(C2NC(=O)c3ccccc3O2)ccc1OC (centres undefined) | 108 | 3 | 1.3 | 1 | 2 | 1 | 3 | 97 | 5
Cc1nnc(SCCC#N)n(CCC#N)c1=O | 100 | -5 | -1.5 | -4 | 0 | 0 | 3 | 99 | 2
COc1ccc(-n2c(=S)[nH]c3sc(-c4ccccc4)cc3c2=O)c(OC)c1 | 93 | 5 | 0.8 | 4 | 17 | · | 19 | 106 | 13
CCOc1ccc(/C=C2\CCCc3c2nc2ccccc2c3C(=O)O)cc1OC | 103 | 150* | ? | 11 | + | 7 | 5 | 105 | 176*
CCOc1ccc(S(=O)(=O)N2CCCC(C(=O)NCc3ccccn3)C2)cc1Cl (centres undefined) | 91 | 5 | 1.3 | 2 | 3 | 3 | 6 | 102 | -2
Cc1cc(=O)oc2c(C)c(OC3CCCCC3=O)ccc12 (centres undefined) | 104 | -4 | 2.6 | -3 | -3 | 1 | 25 | 98 | -1
Nc1nnc(SCC(=O)OCC(=O)Nc2ccccc2F)s1 | 97 | -7 | 2.3 | -5 | -7 | 6 | 10 | 107 | -4
O=C(NCc1ccccc1F)c1cccc(S(=O)(=O)N2CCCCCC2)c1 | 96 | 2 | · | · | -5 | 1 | 14 | 90 | -2
Cc1c2cnn(CC(=O)Nc3c(F)c(F)cc(F)c3F)c(=O)c2c(C)n1Cc1ccccc1F | 84 | 3 | 0.3 | -17 | 41* | 12 | 16 | 28 | 35*
CCOc1ccc(S(=O)(=O)N2CCN(C)CC2)cc1NC(=O)c1ccccc1F | 88 | 3 | -1.1 | 1 | 2 | 0 | 2 | 95 | 4
COc1ccc(OC)c(NC(=O)c2ccno2)c1 | 85 | -5 | -2.2 | -4 | -8 | 0 | -1 | 88 | -3
O=C(NCc1nnc(SCC(=O)N2CCCC2)o1)c1ccco1 | 101 | 3 | 1.8 | -3 | -6 | 0 | 8 | 100 | -2
CSc1nc2c(c(=O)[nH]1)C(c1ccc(F)cc1)CC(=O)N2 (centres undefined) | 106 | 9 | 0.0 | -1 | -1 | 0 | 13 | 115 | 3
O=C(Cn1ccc2ccccc2c1=O)N1CCN(Cc2ccc3c(c2)OCO3)CC1 | 108 | -1 | -2.9 | 7 | 5 | 2 | 17 | 103 | 4

Three entries already listed, ordered by the number in MCL1 BIM primary, low to high.
structure | MCL1 BIM primary
Cc1cc(=O)oc2c(C)c(OC3CCCCC3=O)ccc12 (centres undefined) | -3
CSc1nc2c(c(=O)[nH]1)C(c1ccc(F)cc1)CC(=O)N2 (centres undefined) | -1
CCOc1ccc(S(=O)(=O)N2CCN(C)CC2)cc1NC(=O)c1ccccc1F | 2

Later entries.
SMILES | CIT2 TOR yeast | GLD-1 RNA inh | MEX-5 binding | Fam108B counter | MCL1 BIM primary | GRK2 inh | VLA-4 inh | AGP1-GFP MLPCN | BCLXL inh
Cc1ccc2c(CC(=O)Nc3nc(C)cs3)coc2c1 | 76 | 1 | -1.6 | -1 | -6 | 2 | 0 | 84 | -8
C[C@@H]1CN([C@@H](C)CO)C(=O)c2cc(NC(=O)Nc3ccccc3)ccc2O[C@H]1CN(C)C(=O)Nc1cccc2ccccc12 | 97 | -1 | · | · | · | 3 | 8 | 95 | ·
COc1ccc(-c2cc(C(=O)Nc3cccc(O)c3)no2)cc1 | 98 | 4 | -0.6 | -5 | 3 | 0 | 30 | 102 | 3
Cc1nnc(NC(=O)c2ccc(S(=O)(=O)N3CCCCC3)cc2)s1 | 106 | 2 | · | · | · | 1 | 6 | 109 | ·
CC12CCCCN1CCCc1c2[nH]c2ccccc12 (centres undefined) | 89 | 11 | -7.4 | 1 | 24 | 0 | -18 | 93 | 24
COc1cccc(C(=O)Oc2cc(C)[nH]c(=O)c2[N+](=O)[O-])c1OC | 98 | 1 | 1.1 | -2 | 0 | 0 | 36 | 102 | 1
CC12CCC(C(=O)O)(c3nc(C#N)c(C#N)nc31)C2(C)C (centres undefined) | 110 | -5 | -1.8 | 3 | 3 | 2 | -6 | 100 | 3
Cc1nn2cc(-c3ccccc3)nc2s1 | 101 | -1 | 0.5 | -4 | -6 | 0 | 3 | 92 | -1
COc1cccc(NC(=O)CSc2nccn2-c2cccc(OC)c2)c1 | 97 | -5 | -0.8 | 3 | 5 | 0 | 2 | 91 | 2
CCc1cc2c(COC(=O)c3cc(S(=O)(=O)N4CCOCC4)ccc3F)cc(=O)oc2cc1O | 97 | -3 | · | · | -1 | 1 | 0 | 103 | -6
Cc1ccc(S(=O)(=O)N2CCC(C(=O)OCC(=O)N3CCCC3=O)CC2)cc1C | 89 | 1 | 0.3 | -1 | -2 | 3 | 9 | 112 | 1
CCOC(=O)c1[nH]c2ccc(OC)cc2c1NC(=O)CCN1CCC(C)CC1 | 102 | -1 | 1.3 | 7 | -21 | 0 | 12 | 101 | -13
COc1ccc(N=Nc2nc(-c3ccccc3)c(-c3ccccc3)[nH]2)cc1 | 78 | -2 | -4.5 | 10 | -20 | 5 | -13 | 89 | -10
C=C[C@@H]1c2cc(C)ccc2N(S(=O)(=O)c2ccc(C)cc2)[C@H](c2ccccc2C(F)(F)F)C1(C#N)C#N | 93 | -5 | · | · | 5 | 33 | 10 | 90 | -3
COCCCN1CC(=O)N2C(c3cccc(OC)c3OC)c3[nH]c4ccccc4c3C[C@H]2C1=O (some centres undefined) | 106 | 0 | 0.9 | -1 | 4 | 1 | 3 | 102 | 3
Cc1cc(C(=O)NCC2COc3ccccc3O2)c2ccccc2n1 (centres undefined) | 107 | -1 | -1.2 | -2 | 0 | 8 | 12 | 103 | -2
CN(Cc1nc(-c2cccnc2)no1)S(=O)(=O)c1ccccc1 | 101 | 4 | -0.8 | 1 | 4 | 0 | 2 | 101 | 6
O=C(OCc1ccccc1)/C(=C/c1ccccc1Cl)NC(=O)c1ccco1 | 97 | 5 | 2.4 | 3 | -8 | 0 | 1 | 92 | 0
CC(C)C(=O)N1CCN(c2ccc(NC(=O)c3ccc4c(c3)OCCO4)cc2Cl)CC1 | 92 | 1 | -1.9 | 0 | -2 | 0 | -3 | 96 | 2
CCCCC(CCCCl)C(=O)Nc1ccccc1 (centres undefined) | 109 | 3 | 1.0 | -3 | 0 | 1 | 26 | 101 | 0
CN(C)c1ccc(/C=[N+](\[O-])C(C)(C)/C=N/O)cc1 | 104 | 2 | -3.1 | 3 | -5 | 3 | 0 | 97 | -2
COc1ccc(-c2nc(CN3CCC(C(=O)NC4CCCC4)CC3)c(C)o2)cc1OC | 113 | 2 | -0.2 | 4 | 5 | 0 | 7 | 109 | 2
O=c1ccc2ccc(OCCOc3cccc(Cl)c3)cc2o1 | 81 | -2 | 1.7 | -8 | -3 | 0 | -13 | 85 | -1
O=C(NCc1ccco1)/C(=C/c1cccnc1)NC(=O)c1cccc(Br)c1 | · | 6 | -3.9 | -1 | 2 | 0 | -7 | 101 | 5
FC(F)(F)c1cccc(N2CCN(C(=S)NC3CCCC3)CC2)c1 | 95 | -2 | -0.4 | 4 | 13 | 0 | -11 | 98 | 3
N#Cc1ccc(OCC(=O)NNC(=S)NC(=O)C2CC2)cc1 | 108 | 1 | · | · | · | 0 | 5 | 105 | ·
CCN(CC)C(=O)Cn1cc(S(=O)(=O)CC(=O)Nc2cc(C)on2)c2ccccc21 | 100 | 2 | 3.3 | 1 | 7 | 2 | -2 | 95 | -2
O=C(NCCc1cn2ccsc2n1)c1cccs1 | 107 | 7 | -0.5 | 1 | 24 | 4 | 4 | 104 | 27
N=c1c(S(=O)(=O)c2ccc(Br)cc2)cc2c(=O)n3ccccc3nc2n1C1CCCC1 | 98 | -7 | -14 | -4 | -3 | 6 | 7 | 99 | 4
COC(=O)c1ccccc1OCCN1CCCCCC1 | 106 | 7 | -2.3 | -2 | -1 | 0 | 15 | 101 | 4
CCCS(=O)(=O)NCc1ccc2c(c1)cc(C)n2C | 94 | 12 | 0.6 | -1 | 3 | 11 | 2 | 102 | 6
Cc1ccc(S(=O)(=O)N/N=C/C(C)(C)CO)cc1 | 112 | 3 | -0.4 | -1 | -2 | 1 | -3 | 104 | 6
Brc1ccc(C[n+]2ccccc2)cc1 | 97 | 0 | 1.0 | -3 | -1 | 2 | 6 | 109 | 2
CC1OC(Nc2cccc3ccccc23)C(O)C(O)C1O (centres undefined) | 105 | 13 | -1.0 | 10 | 19 | 3 | 8 | 102 | 14
CCCCN(C)C(=O)c1cn(CC)c2nc(C)ccc2c1=O | 107 | 7 | 0.0 | 3 | -1 | 0 | -3 | 103 | 0
Cc1ccc(-c2nc3sc(C(N)=O)c(N)c3c3c2CCCC3)cc1 | 85 | 3 | -1.9 | -1 | 9 | 0 | -5 | 96 | 9
CCOC(=O)C(=O)NC(C)CCc1ccccc1 (centres undefined) | 93 | 3 | -0.7 | -3 | 2 | 5 | 8 | 96 | 1
COc1ccccc1C(=O)NCC(=O)N/N=C/c1cc(Br)ccc1OC(=O)/C=C\c1ccco1 | 97 | 7 | 1.4 | -18 | 8 | 0 | 13 | 92 | 1
COCc1cc(=O)oc2cc(NS(=O)(=O)c3ccc(C)cc3)ccc12 | 98 | 0 | 1.2 | 4 | 0 | 2 | 3 | 102 | -1
C=C(CC[C@@H](O)C(C)(C)O)[C@H]1CC[C@]2(C)[C@@H]1CCC1[C@@]3(C)CC[C@H](O)C(C)(C)C3CC[C@]12C (some centres undefined) | 95 | -2 | · | · | · | 1 | 4 | 107 | ·
